Mito fusion yeast: inhibitors of mitochondrial division or activators of mitochondrial fusion; S. cerevisiae fusion-defective mutant growth rescue, CellTiterGlo 48 h; Potency, µM (top dose mostly 46.1 µM), for the others: top-dose growth rescue (activation), most hits filed as activators; actives 0.23% (n = 320,000);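 note: potency is the fitted concentration of half-maximal effect; % of control where 0% means no effect; nearly all actives have a fitted effect of over 45% in size; temperature-sensitive fusion mutants such as fzo1-1 at 37 °C on non-fermentable ethanol glycerol medium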
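Compounds are tested for their ability to restore growth of mitochondrial fusion-defective yeast strains at non-permissive 37C in YPEG medium over 48 hours. Viability is quantified by luciferase luminescence.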
KCNH2 3.1 inh: blocks the human KCNH2 3.1 channel isoform | U2OS KCNH2 3.1, thallium flux FluxOr; hits give low values | activity change, % (tested at about 1.8 µM) | actives 0.95% (n = 340,000);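 active = maximum activity change below -70%; inconclusive = maximum activity change from -70% to -50%; inactive = maximum activity change above -50%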;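 note: thallium influx rate constant from kinetic fluorescence after stimulation buffer; % is set by controls: 0 for no effect and ±100 for the full control effect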
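Measured as rate of thallium-driven FluxOr signal in transduced U2OS cells carrying the 3.1 channel, read kinetically for 2 min upon stimulation; values are rate constants scaled to DMSO control wells.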
FLuc counter: counter-screen for miR-21 project: firefly luciferase inhibitors or activators; P08659; purified FLuc, Km substrates, luminescence inhibition; Potency, µM (titrated, usually from 57.5 µM), for the others: at the top dose activity change, negative = inhibition, most hits filed as inhibitors; actives 6.9% (n = 360,000); AID 588342;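 note: potency is the fitted concentration of half-maximal effect; plate controls were vehicle for no effect and reference inhibitor for full effect; nearly all actives have a fitted effect of over 55% in size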
Target sequence (P08659 whole entry, looked up): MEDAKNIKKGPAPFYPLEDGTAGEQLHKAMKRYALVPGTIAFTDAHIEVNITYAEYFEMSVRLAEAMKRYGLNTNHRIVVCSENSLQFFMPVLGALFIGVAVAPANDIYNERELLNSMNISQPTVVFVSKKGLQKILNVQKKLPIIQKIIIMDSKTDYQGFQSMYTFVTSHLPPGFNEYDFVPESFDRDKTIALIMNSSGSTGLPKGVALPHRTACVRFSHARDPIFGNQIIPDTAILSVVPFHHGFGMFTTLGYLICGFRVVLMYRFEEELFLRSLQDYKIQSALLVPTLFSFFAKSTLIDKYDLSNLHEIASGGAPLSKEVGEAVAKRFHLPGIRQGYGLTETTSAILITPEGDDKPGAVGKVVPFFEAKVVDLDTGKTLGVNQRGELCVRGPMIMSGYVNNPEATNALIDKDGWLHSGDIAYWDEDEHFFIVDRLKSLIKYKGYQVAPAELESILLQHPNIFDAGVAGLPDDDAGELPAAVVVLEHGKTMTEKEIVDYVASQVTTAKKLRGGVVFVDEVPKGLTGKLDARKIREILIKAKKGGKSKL
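Purified P. pyralis luciferase, 10 nM final, with Km-level 10 uM D-luciferin and 10 uM ATP in 50 mM Tris acetate pH 7.5, 10 mM Mg acetate, 0.01% Tween-20, 0.05% BSA; 6-point qHTS titration about 60 µM downward; luminescence read.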
NPC1 promoter act: activators of NPC1 promoter; Huh7 NPC1 promoter luciferase reporter, 24 h; Potency, µM (top dose mostly 9.22 µM), for the others: at the top dose activation, actives largely listed as activators; actives 2.4% (n = 320,000); AID 485313;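 note: potency is the fitted concentration of half-maximal effect; % of control where 0% means no effect; nearly all actives have a fitted effect of over 60% in size; reporter is driven by a mutant NPC1 promoter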
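Luminescence from an NPC1 promoter-driven luciferase reporter in stably transfected Huh7 cells was measured after 24 h compound treatment at 37 °C, followed by 10 min ambient incubation with luciferase detection reagent.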
Rab9 prom act: activates the Rab9 promoter; Huh7 Rab9 promoter-luciferase reporter, luminescence, 24 h; Potency, µM (highest dose often 9.22 µM), for the others: at the top dose activation, negative = inhibition, actives largely listed as activators; actives 2.8% (n = 320,000); AID 485297; note: potency is the fitted concentration of half-maximal effect; % of control where 0% means no effect; nearly all actives have a fitted effect of over 60% in size
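Cells were plated at 1500 per well in reduced-serum medium with 10% FBS and left 2 h. Compound in DMSO was then added for 24 h at 37 °C. Reporter signal was read by luminescence after 10 min with luciferase detection reagent.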
MBNL1 CUG block: MBNL1-poly(CUG) RNA binding inhibition | TR-FRET MBNL1-His/biotin-(CUG)12 binding, 665/545 ratio | Potency, µM (top dose mostly 57.5 µM), inactives show top-dose activity change, negative = inhibition, most hits filed as inhibitors | actives 0.036% (n = 280,000) | AID 2675; active = well fitted inhibition curve with a large enough effect in the signal ratio, with a control signal flat, not every such curve was filed as active; inconclusive = small, poorly fitted or top-dose-only effect, or effect the other way, or a change in a side signal; inactive = no such curve, though single readings can be large or run the other way; the % refers to the signal ratio; note: potency is the fitted concentration of half-maximal effect; % is set by controls: 0 for no effect and ±100 for the full control effect
Target sequence (Q9NR56 whole entry, looked up): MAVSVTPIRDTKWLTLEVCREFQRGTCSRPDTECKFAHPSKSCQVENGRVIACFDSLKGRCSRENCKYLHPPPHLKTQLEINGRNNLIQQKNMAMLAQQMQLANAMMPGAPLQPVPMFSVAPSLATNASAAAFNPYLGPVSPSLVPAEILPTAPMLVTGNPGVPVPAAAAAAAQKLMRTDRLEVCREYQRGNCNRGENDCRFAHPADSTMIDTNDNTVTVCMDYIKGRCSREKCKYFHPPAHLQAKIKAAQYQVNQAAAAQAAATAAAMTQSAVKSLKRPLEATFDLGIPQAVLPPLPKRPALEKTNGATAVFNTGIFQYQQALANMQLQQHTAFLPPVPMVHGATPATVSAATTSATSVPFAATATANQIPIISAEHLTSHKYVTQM
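MBNL1-His + Biotin-(CUG)12, cpd titration 92 nM–58 uM; Tb anti-His Ab 0.055 ng/ul, SA-XL665 5 nM (final); 60 min RT; ratiometric 665/545 nm, Ex 340 nm; normalized to buffer and full-complex controls.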
ELG1 repair inh: ELG1-dependent DNA repair inhibition. HEK293T ELG1-luciferase reporter, luminescence, 16 h; DNA damage induced by 5-fluorouridine. Potency, µM (highest dose often 46.1 µM), for inactives: at the top dose activity change, negative = inhibition, usual class: inhibitors. actives 2.3% (n = 330,000); note: potency is the fitted concentration of half-maximal effect; % is set by controls: 0 for no effect and ±100 for the full control effect; nearly all actives have a fitted effect of over 55% in size
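DMSO vehicle served as the neutral condition. Each well held 2,000 cells given 5-fluorouridine plus compound; after 16 hr at 37 °C/5% CO2, ONE-Glo was added and luciferase measured 30 min later.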
Menin MLL FP TR: displaces Texas Red mutant MLL peptide from human menin; O00255; Menin + Texas Red MLL mutant peptide, fluorescence polarization; Potency, µM (doses to about 61.6 µM), for inactives: top-dose FP activity change, negative = inhibition, usual class: inhibitors; actives 0.23% (n = 270,000); AID 1768; active = well fitted inhibition curve with a large enough effect in the polarisation, with a control signal flat, not every such curve was filed as active; inconclusive = small, poorly fitted or top-dose-only effect, or effect the other way, or a change in a side signal; inactive = no such curve, though single readings can be large or run the other way; the % refers to the polarisation; note: potency is the fitted concentration of half-maximal effect; % of control where 0% means no effect; many of its hits are not listed in these tables
Gal4-VP16 FLuc: Gal4-VP16 reporter inhibition counter-screen | Drosophila S2 Gal4-VP16 UAS-luciferase, luminescence, 20 h | Potency, µM (titrated, usually from 53.6 µM), for inactives: at the top dose activity, negative = inhibition, most hits filed as inhibitors | actives 3.5% (n = 310,000) | AID 2546;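 note: Gal4-VP16 expression switched on by copper sulfate through the metallothionein promoter; potency is the fitted concentration of half-maximal effect; % is set by controls: 0 for no effect and ±100 for the full control effect; nearly all actives have a fitted effect of over 50% in size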
RORgamma inh: ROR gamma (mouse) transcription inhibition; AID 2551; Potency, µM (series often up to 53.6 µM), for inactives: at the highest dose activity change, negative = inhibition, hits mostly inhibitors; actives 5.4% (n = 310,000); Drosophila S2 Gal4-RORgamma UAS-luciferase reporter, 20 h; P51450; note: potency is the fitted concentration of half-maximal effect; % is set by controls: 0 for no effect and ±100 for the full control effect; nearly all actives have a fitted effect of over 60% in size
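Read-out: Photinus luciferase luminescence; inhibitors lower reporter signal. Insect Schneider cells with Gal4-ROR gamma fusion under metallothionein promoter, UAS reporter; 700 uM final copper sulfate induction, 20 hr, ambient temperature.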
PKM2 act: increases activity of human pyruvate kinase M2; P14618; purified PKM2, Kinase-Glo ATP luminescence, activation; response scale: 0% is enzyme alone, no compound; Potency, µM (titrated, usually from 57.5 µM), inactives show top-dose activation, most hits filed as activators; actives 0.34% (n = 260,000); AID 1631; note: potency is the fitted concentration of half-maximal effect; % is set by controls: 0 for no effect and ±100 for the full control effect; nearly all actives have a fitted effect of over 55% in size
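Purified hPK-M2 (>95% pure) converted ADP (0.1 mM final) to ATP with 0.5 mM PEP in 50 mM imidazole pH7.2, KCl, MgCl2, Tween 20, BSA; 1 h at room temperature. ATP detected by Kinase-Glo luminescence.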
* hit, by the source's call; ? = inconclusive; . = not tested or not shown; [ ] = another dose, or the depositor's remark. Unless noted, calls come from the whole dose curve; as a rule, active = well fitted curve in the direction sought with a large enough effect; inconclusive = small, poorly fitted or top-dose-only effect, or another doubt; inactive = no such curve, though single readings can be large; an effect the other way counts as inactive or inconclusive. A portion of the library. The share of hits here may be higher or lower than overall.

Fields – Mito fusion yeast	KCNH2 3.1 inh	FLuc counter	NPC1 promoter act	Rab9 prom act	MBNL1 CUG block	ELG1 repair inh	Menin MLL FP TR	Gal4-VP16 FLuc	RORgamma inh	PKM2 act
CCOc1cccc2cc(C(N)=O)c(=N)oc12
 : 2%	10	-1%	1%	-8%	?	-10%	.	-4%	-1%	3%
Cc1cc(C(=O)NNS(=O)(=O)c2ccc(F)cc2)nn1C(C)(C)C
 : 20%	-7	8%	-3%	-7%	-9%	?	.	-4%	18%	4%
CCn1c(SCC(=O)c2ccc(F)cc2)nnc1-c1ccoc1C
 : -9%	-6	?	12%	20%	1%	25%	?	27%	?	23%
COCCCNC(=S)N1CCN(c2nc3ccccc3s2)CC1
 : -7%	7	?	0%	-4%	-1%	-18%	-4%	18%	?	23%
CCN(C(=O)CSc1nc2ccccc2c(=O)n1-c1cccc(C)c1)C1CCS(=O)(=O)C1 (stereo not given)
 : -7%	3	-1%	-6%	1%	0%	5%	-13%	2%	-1%	3%
CC(C)(C)OC(=O)[C@H](Cc1ccccc1)NC(=O)c1nc[nH]c1C(=O)NCCCCCN
 : 14%	1	-1%	7%	-2%	.	-3%	.	.	.	.
CC(=O)Nc1cccc(NC(=O)C(C)N2c3cccc4cccc(c34)S2(=O)=O)c1 (stereo not given)
 : -3%	2	5%	3%	3%	9%	-9%	20%	-3%	-1%	-4%
Cc1ccc(S(=O)(=O)NCC(C)NC(=O)CN2CCOCC2)cc1 (stereo not given)
 : 0%	11	0%	-4%	0%	-4%	14%	10%	2%	-18%	0%
C=CC[N+]1(CC#Cc2ccccc2)CCCC1
 : -3%	28	0%	-4%	-5%	-4%	?	14%	-1%	4%	0%
Cc1cc(C)nc(NC(=O)Cc2ccc(Cl)cc2)c1
 : 0%	1	-17%	3%	-8%	0%	5%	10%	-5%	16%	-4%
Cc1cc(O)ccc1C1(c2ccc(O)cc2C)OC(=O)c2ccccc21
 : 6%	6	-1%	-4%	-1%	?	14%	20%	-7%	-12%	1%
CC(=O)c1ccc(NC(=O)CSc2nnc(-c3ccncc3)n2C2CC2)cc1
 : -2%	-3	5%	-5%	-1%	.	3%	.	.	.	.
Cc1ccc(S(=O)(=O)N2CCN(Cc3ccccc3C(F)(F)F)CC2)cc1
 : 6%	-32	-1%	3%	1%	-5%	-6%	.	5%	14%	0%
CC1=CC(C)(C)N(C(=O)CN2C(=O)c3ccccc3C2=O)c2ccc(C)cc21
 : 7%	3	0%	2%	-3%	-3%	?	-12%	20µM*	?	-20%
O=C(C1=C[C@@H](C2CCCCC2)C[C@@H](OCc2ccc(CO)cc2)O1)N1CCN(Cc2ccccc2)CC1
 : -2%	-42	0%	2%	-1%	1%	?	?	13µM*	?	0%
O=C(Nc1ccon1)c1cc2c(s1)CCCCCC2
 : -5%	-10	6µM*	3.2µM*	3.5µM*	1%	?	8%	.	-12%[0.365 µM]	6%
Cc1nc2scc(-c3ccccc3)c2c(=O)n1N=C1C=CC(=O)C=C1
 : -1%	13	19µM*	23%	?	-4%	?	0%	-2%	-18%	3%
COc1ccc(OCC#CCN2CC(C)OC(C)C2)cc1 (stereo not given)
 : -17%	8	-3%	0%	-5%	-1%	-9%	-11%	-14%	14%	9%
C=CCOC(=O)C1=C(C)OC(N)=C(C#N)C1c1ccco1 (stereo not given)
 : -3%	-15	-2%	0%	11%	2%	4%	.	-13%	0%	-2%
Cc1ccc(NC(=O)c2ccccc2-c2cc(C)no2)cc1
 : 3%	-17	-3%	2%	-11%	-4%	-14%	-1%	-29%	-2%	2%
COc1ccc(/C=C2/CCOC2=O)cc1
 : 6%	4	-18%	6%	-3%	?	?	-14%	0%	-19%	0%
O=C(COc1ccccc1)Nc1nnc(-c2ccc(Cl)s2)o1
 : 1%	-2	5%	-1%	-6%	4%	-1%	9%	20µM*	13µM*	-13%
O=C(Cn1nc(C(=O)O)c2ccccc2c1=O)Nc1ccc(Br)cc1
 : -11%	-19	-1%	-2%	6%	2%	-4%	14%	7%	?	0%
COc1ccc(-n2nnnc2SCC(=O)NCc2ccco2)cc1OC
 : -1%	-20	3%	-1%	-6%	-3%	5%	-1%	-5%	18%	4%
Cc1cc(NC(=O)CSc2nccn2-c2ccc(F)cc2)no1
 : -4%	-4	0%	-6%	4%	-5%	0%	-15%	-1%	22%	-2%
COc1ccc(C(=O)/C=C/Nc2c(C)n(C)n(-c3ccccc3)c2=O)c(OC)c1
 : -11%	16	-1%	-2%	-3%	?	6%	-15%	2%	8%	-6%
Cc1cccn2c(=O)c(C=O)c(N3CCC4(CC3)OCCO4)nc12
 : -1%	-10	-1%	-1%	8%	.	1%	.	1%	-21%	1%
CC(NC(=S)Nc1ccccc1C(F)(F)F)C1CC2CCC1C2 (stereo not given)
 : 4%	-9	1%	-3%	-2%	-8%	-13%	4%	10µM*	3.2µM*	0%
CNCCCOc1cccc(Oc2ccccc2)c1
 : -3%	17	-3%	10%	14%	-5%	?	-21%	-22%	-15%	-2%
O=S(=O)(N1CCOCC1)N1CCN(c2ccc(F)cc2)CC1
 : -1%	11	-1%	-1%	-1%	-6%	-6%	-3%	5%	2%	0%
CC(C)Cn1c(SCC(=O)N(C)C2CCS(=O)(=O)C2)nc2cc(Cl)ccc2c1=O (stereo not given)
 : 2%	1	4%	9%	-1%	.	-27%	.	.	.	.
O=C(c1cccnc1)N(c1cc2sc(=O)oc2c2ccccc12)S(=O)(=O)c1ccccc1
 : -3%	-12	-5%	-4%	22%	9%	?	22%	?	2%	15%
O=C(NC1CCS(=O)(=O)C1)c1cccnc1 (stereo not given)
 : 2%	.	2%	-4%	3%	.	8%	1%	-27%	0%	2%
CC(C)c1cccc(C(C)C)c1NC(=O)c1ccccc1
 : 4%	-12	-1%	-4%	-8%	-6%	15%	3%	2%	15%	-27%
O=C1NCCN(C(=O)CCc2nnc(-c3ccsc3)o2)C1c1ccc(F)cc1 (stereo not given)
 : 1%	7	0%	2%	0%	-6%	2%	6%	-13%	22%	0%
CCOc1ccc2[nH]c(=O)c(CN(CCO)C(=O)c3ccc(OC)c(OC)c3)cc2c1
 : -4%	1	7%	0%	-1%	-3%	0%	1%	4%	-34%	3%
O=C(Nc1nc(-c2ccc(Cl)cc2)cs1)C1CCCO1 (stereo not given)
 : -1%	12	15µM*	27%	?	-1%	?	13%	-2%	35%	-21%
COc1ccc(N2CCN(C(CNC(=O)C(=O)NCc3ccncc3)c3ccco3)CC2)cc1 (stereo not given)
 : -12%	-14	-2%	-7%	-2%	-1%	?	-10%	5%	12%	6%
COc1ccc(CCNCC(=O)Nc2ccccc2C(F)(F)F)cc1
 : 8%	6	-4%	0%	10%	-10%	-9%	32%[activator]	-10%	2%	-3%
Cc1ccccc1CSCC(=O)NC(=O)NCc1ccco1
 : 18%	-6	0%	-23%	3%	-6%	-8%	-5%	?	13%	0%
Cc1ccc(CN2[C@@H]3c4ccccc4C[C@@H]3OCCS2(=O)=O)cc1
 : -2%	13	1%	0%	0%	-15%	10%	-7%	0%	-25%	2%
CC(C)CC(=O)NC(NC(=O)CC(C)C)c1cccc([N+](=O)[O-])c1
 : 0%	-2	-2%	-1%	3%	17%	1%	8%	-18%	6%	4%
COc1ccc(-c2c(C(C)=O)c(C)nc3sc4c(=O)[nH]nnc4c23)cc1
 : 2%	23	0%	-6%	-1%	.	-2%	-20%	-1%	-14%	0%
O=C(CSc1nnc(Cc2cccs2)n1C1CC1)NC1CCS(=O)(=O)C1 (stereo not given)
 : -6%	12	.	-2%	1%	.	1%	.	.	.	.
COC(=O)C1CN(C(=O)COc2ccc(Cl)cc2C)c2ccccc2O1 (stereo not given)
 : -3%	-9	?	-2%	1%	-7%	7%	-24%	6%	15%	.
Oc1ccc(C[C@@H]2CNCCN2CC2CCCCC2)cc1
 : -9%	16	2%	-1%	-2%	.	2%	.	.	.	.
CC(C)COc1ccc(-c2nnc(-c3ccncc3)o2)cc1
 : -5%	12	3.4µM*	1.1µM*	0.63µM*	4%	?	-7%	8%	17%	5%

Screening results deposited in PubChem BioAssay by National Center for Advancing Translational Sciences (NCATS).
